# TPT1 inhibitor: inhibitors of Candida albicans tRNA 2'-phosphotransferase TPT1; recombinant caTPT1, FP RNA substrate dephosphorylation; 300,000 tested, 0.81% active; inhibition, % at 5 µM;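 active means inhibition above the mean of all tested compounds plus 3 SD, set per screening campaign, cut at about 24% in these data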;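 further: plate controls were DMSO alone for no effect and ferristatin control at 100 nM for full effect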
# core dimer inh: HCV core protein dimerization inhibition; TR-FRET GST/Flag-core106 dimerization, 1536-well; inhibition, % at 5 µM; 300,000 tested, 0.33% active; AID 1899;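 active means inhibition above the mean of all tested compounds plus 3 SD, set per screening campaign, cut at about 45% in these data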
#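 Assay system – GST-tagged and Flag-tagged HCV core protein residues 1-106 · Quantity – core106 proteins, GST 13.5 nM and Flag 17 nM · Benchmarks – unlabelled core106 and no-GST-core106 wells · Read-out basis – percent inhibition of core106 dimerization signal · Detection – time-resolved FRET, ex 340 nm, em 617 and 671 nm · Schedule – 4 h at 22.5 °C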
# PP1 counter: blocks human PP1-alpha phosphatase, a PP5 counter-screen. purified PP1alpha, OMFP fluorescence. inhibition, % at 6.7 µM. P62136. 320,000 tested, 0.9% active;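 active means inhibition above the mean inhibition of all tested compounds plus 3 SD, computed separately for each screening campaign, cut at about 15% in these data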
# Target sequence (P62136 whole entry, looked up): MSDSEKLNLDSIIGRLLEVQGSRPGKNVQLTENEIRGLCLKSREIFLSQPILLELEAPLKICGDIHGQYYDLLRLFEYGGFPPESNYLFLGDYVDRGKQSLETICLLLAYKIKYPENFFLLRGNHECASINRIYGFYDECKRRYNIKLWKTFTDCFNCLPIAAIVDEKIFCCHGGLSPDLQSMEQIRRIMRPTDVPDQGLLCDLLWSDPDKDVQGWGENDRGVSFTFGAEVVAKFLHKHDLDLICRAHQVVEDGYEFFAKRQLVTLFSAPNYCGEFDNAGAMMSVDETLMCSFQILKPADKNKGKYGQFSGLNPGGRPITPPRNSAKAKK
# PP5 primary: blocks human protein phosphatase 5 activity. P53041. 320,000 tested, 0.18% active. inhibition, % at 6.7 µM. AID 1987. purified PP5c, OMFP substrate fluorescence;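 active means inhibition above the campaign's mean inhibition across all tested compounds plus 3 SD, cut at about 9.5% in these data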;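 further: 0% = DMSO only and 100% = 100 µM cantharidin control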
# Yeast superoxide: yeast age-related superoxide inhibition as caloric restriction mimetic | S. cerevisiae aged cells, superoxide DHE fluorescence; active compounds read low | superoxide response (% of plate mean), % at 10 µM | 330,000 tested, 0.18% active | AID 2690;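 active means superoxide response under a set limit, about three screen SD below normal, cut at about 65% in these data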;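 further: yeast aged for seven days with compound at 30 °C before DHE staining; 100% = average MFI of all compound-treated wells on the plate with controls excluded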
# GASC-1 inh: blocks human GASC-1 demethylase activity; 330,000 tested, 0.069% active; GST-JMJD2C(1-420) H3K9me3 demethylation, DELFIA europium; inhibition, % at 2.35 µM; Q9H3R0; AID 2099;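 active means more than half of a compound's replicate wells show inhibition beyond 50%, single wells judged on their own value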;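 further: signal counts dimethyl H3K9 product captured on neutravidin plate; 0% = median of DMSO wells and 100% = 0.3 times that DMSO median; strong numbers were not always called active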
# Target sequence (Q9H3R0 1-420 limits assumed): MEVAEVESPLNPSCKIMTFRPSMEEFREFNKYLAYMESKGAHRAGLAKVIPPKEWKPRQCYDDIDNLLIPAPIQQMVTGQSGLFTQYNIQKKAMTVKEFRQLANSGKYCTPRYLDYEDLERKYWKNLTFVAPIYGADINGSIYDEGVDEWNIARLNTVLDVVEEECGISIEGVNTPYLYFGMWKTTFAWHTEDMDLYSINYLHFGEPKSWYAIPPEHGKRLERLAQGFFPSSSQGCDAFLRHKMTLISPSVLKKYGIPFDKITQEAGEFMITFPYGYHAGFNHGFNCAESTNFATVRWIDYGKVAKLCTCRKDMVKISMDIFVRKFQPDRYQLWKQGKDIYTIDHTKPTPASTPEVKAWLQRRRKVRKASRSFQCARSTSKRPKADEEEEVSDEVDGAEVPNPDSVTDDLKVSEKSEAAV
# EBNA-1 inh: blocks EBNA-1 binding to DNA. EBNA-1 DNA binding, fluorescence polarization. inhibition, % at 14.8 µM. 300,000 tested, 0.34% active; in the data active means inhibition above about 28%
# CTSL1 counter: counter-screen for PFM18AAP inhibitors: inhibitors of F. hepatica cathepsin L1 | recombinant F. hepatica cathepsin L1, Z-Leu-Arg-MCA fluorescence | AID 1906 | 300,000 tested, 0.49% active | inhibition, % at 5.96 µM;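 active means inhibition above the mean of all tested compounds plus 3 SD, set per screening campaign, cut at about 17% in these data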;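 further: 0% = plate median of test compound wells and 100% = 1 µM Z-Phe-Ala-diazomethylketone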
# ZTA counter: counter-screen for EBNA-1 inhibitors: inhibitors of Epstein-Barr virus ZTA; ZTA-DNA binding, fluorescence polarization; inhibition, % at 11 µM; 320,000 tested, 0.15% active; in the data active means inhibition above about 33%
# Target sequence (P03206 whole entry, looked up): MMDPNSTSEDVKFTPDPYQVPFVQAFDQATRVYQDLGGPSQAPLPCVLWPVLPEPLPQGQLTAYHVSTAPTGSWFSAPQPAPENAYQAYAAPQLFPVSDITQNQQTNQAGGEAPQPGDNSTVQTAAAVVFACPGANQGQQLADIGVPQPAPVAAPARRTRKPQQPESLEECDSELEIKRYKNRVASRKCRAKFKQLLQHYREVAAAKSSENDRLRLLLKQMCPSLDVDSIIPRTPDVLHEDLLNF
# The depositor's hits bear a star; x = no result given.
SMILES,TPT1 inhibitor,core dimer inh,PP1 counter,PP5 primary,Yeast superoxide,GASC-1 inh,EBNA-1 inh,CTSL1 counter,ZTA counter
Cc1ccc(C(=O)N2CCN(S(=O)(=O)N3CCOCC3)CC2)cc1,-5.3,0.4,-9.0,2.0,103.8,20.6,0.5,0.5,-18.4
O=C(/C=C/c1ccccc1)N1CCN(c2ccc([N+](=O)[O-])c(N3CCOCC3)c2)CC1,-1.9,12.0,3.5,-0.7,94.8,11.8,11.6,1.2,1.7
C/C=C(\C)C(=O)NCCN1C2=NC[C@@H](C)N2C[C@H]1Cc1ccc(O)cc1,-0.3,2.8,3.1,-1.4,92.0,-0.1,14.7,2.1,6.6
CCCn1c(N)c(N(CCOC)C(=O)CSc2cc(C)c3cccc(C)c3n2)c(=O)[nH]c1=O,x,x,-1.2,3.4,97.7,6.7,x,x,-0.2
O=C(O)c1cccc(NS(=O)(=O)/C=C/c2ccccc2)c1,-1.5,4.9,-1.9,-2.4,109.7,0.4,-3.4,-0.8,7.3
O=C(O)CC1SC(=O)N(CC(=O)c2ccccc2)C1=O (configuration not stated),0.1,7.0,-3.6,-2.3,103.6,-20.4,-2.8,-0.8,6.6
COc1cccc(C(C(=O)NC2CCCC2)N(Cc2ccccc2OC)C(=O)c2ccco2)c1 (configuration not stated),-4.7,4.1,4.0,1.2,97.2,-6.8,-2.2,-3.2,4.9
O=C(c1cc(-c2ccccc2Cl)nc2ccccc12)N1CCN(c2ccccc2O)CC1,-2.0,7.3,1.6,-1.0,96.1,84.1,0.7,0.0,20.4
CCC1CCc2sc(C(=O)NCC(c3ccccc3OC)N3CCCC3)cc2C1 (configuration not stated),x,x,-2.0,-0.5,82.8,-5.8,x,x,8.1
CC1CCCN(CCCNC(=O)c2ccc(CS(=O)(=O)c3c(Cl)cccc3Cl)o2)C1 (configuration not stated),-1.9,-13.9,-1.1,1.5,101.3,-0.4,-4.4,-4.5,-14.9
Cc1cccc(OCCn2nc(C(=O)O)c3ccccc3c2=O)c1,-2.4,-4.9,0.9,2.1,113.5,-16.5,-5.7,-4.0,-23.1
O=C(O)Cn1nc2c3c(cccc3c1=O)-c1ccccc1-2,-4.5,-7.8,-1.0,-0.8,79.8,-11.8,3.2,0.4,-10.2
Cc1ccc(C2NC(=S)NC3=C2N2CCC3CC2)cc1 (configuration not stated),0.5,-2.5,-3.3,0.1,103.1,-6.8,-2.5,0.7,-11.6
CCN1/C(=C2\C(=O)N(C)C(=S)N2C)C=Cc2cc(OC)ccc21,0.7,-36.1,-1.0,2.1,98.2,-19.6,10.1,0.4,4.1
N#Cc1c(Nc2ccccc2)sc(C(=O)c2ccc(F)cc2)c1N,-2.4,1.8,0.5,1.1,95.4,-6.9,-8.2,0.6,12.2
COc1cc2cc(C)nc(Cc3cccc4ccccc34)c2cc1OC,-0.5,2.2,7.2,0.5,104.5,4.8,-0.7,2.5,-9.5
CCOc1ccc2[nH]cc(C(=O)NCc3ccccc3)c(=O)c2c1,6.0,0.5,1.0,5.5,119.4,-6.8,-12.3,1.7,-4.5
CCOC(=O)c1ccc(NC(=S)NCCC2=CCCCC2)cc1,-1.2,3.3,4.3,1.5,103.4,1.8,11.6,-0.7,5.7
O=C(c1cccc(S(=O)(=O)Nc2ccccc2Cl)c1)N1CCN(c2ccccc2O)CC1,x,x,4.7,3.3,97.2,x,x,x,-1.1
CCc1c(O)c(-c2ccccc2)c(=O)n(-c2ccccn2)c1-c1ccccc1,1.3,-1.1,-2.6,-1.8,102.3,-17.1,2.5,-0.7,3.1
CCOC(=O)C1=C(COC(=O)c2cccc(N(C)C)c2)NC(=O)NC1C (configuration not stated),-2.4,-1.0,4.8,0.0,95.5,11.0,12.0,4.8,5.1
O=C(Nc1ccccc1)Nc1nnc(/C=C/c2ccccc2Cl)s1,5.1,-8.4,-1.9,0.9,100.4,-15.9,3.4,2.8,1.2
CCOCCCNC(=O)CN1C(=O)/C(=C/c2ccccc2C)Sc2ccccc21,4.0,0.5,-1.3,0.7,90.9,1.4,6.0,-2.6,6.0
O=C(/C=C/c1ccco1)N1CCCC(c2ccccc2)C1 (configuration not stated),6.2,48.0*,4.2,0.8,88.9,-1.4,6.2,2.2,5.7
Cc1nc2ccc(S(=O)(=O)N(C)CC(=O)NCc3ccc(N(C)C)cc3)cc2s1,23.4,-3.5,-1.6,1.7,75.2,2.3,11.8,0.7,6.3
CCOc1ncccc1C(=O)OCC(=O)c1c(N)n(C)c(=O)n(C)c1=O,2.3,1.5,2.9,2.1,94.3,-0.4,-3.7,-0.8,6.3
CCCc1nc2nc(C)c(NS(=O)(=O)c3ccc(C4CCCCC4)cc3)c(=O)n2[nH]1,1.6,14.9,2.4,-0.5,108.0,-8.8,1.5,2.1,13.9
COc1cc(Br)cc2cc(C(=O)NCC3CCCO3)c(=O)oc12 (configuration not stated),-0.6,-1.2,-4.7,1.9,87.1,-1.7,2.5,-0.1,-14.2
Cc1cc2occ(CC(=O)O)c2cc1C,0.7,-3.6,-1.6,-0.4,92.5,1.0,-1.9,2.0,-6.6
CC(=O)Oc1ccc2c(=O)c(N3C(=O)c4ccccc4C3=O)c(C)oc2c1C,-2.6,4.6,0.1,-0.9,101.0,5.3,-6.0,3.0,-11.8
COc1ccc(CCN2CC(C(=O)NCCc3cnn(C)c3)CCC2=O)cc1 (configuration not stated),0.8,-6.8,3.2,0.2,102.7,-4.6,-4.1,-1.6,-0.4
Cn1c(=O)c2c(nc(CN3CCN(C(=O)c4ccco4)CC3)n2CC(=O)C(C)(C)C)n(C)c1=O,-0.8,10.8,-1.4,-2.5,103.4,1.9,6.7,0.3,6.5
CCc1cc2cc(C(=O)N3CCN(Cc4ccccc4)CC3)sc2s1,-0.9,1.9,-2.4,1.4,107.7,0.2,-0.8,0.2,7.1
CCO[C@H]1OC(C(=O)N2CCOCC2)=C[C@@H](C)[C@@H]1CCCO,1.4,-1.6,3.5,2.8,100.9,-3.6,-8.0,-1.1,-15.2
CCCC(=O)OCCNc1cc(SCCC(=O)OC)c2nonc2c1[N+](=O)[O-],-4.1,-15.0,5.9,-2.9,105.1,7.2,-11.7,10.7,-19.8
O=C(NCCCN1CCN(c2ccccc2F)CC1)C1CCC(=O)N1C1CCCCC1 (configuration not stated),-1.1,-0.6,-0.2,5.3,90.7,-0.8,-0.9,2.8,-12.6
COc1ccc(CNC(=O)Cc2c(C(=O)O)[nH]c3ccccc23)cc1,1.7,7.0,-4.1,1.6,101.7,-40.0,-2.4,-4.4,7.3
CSc1nc2c(cc1C#N)CCC2,-2.4,2.4,1.4,0.3,96.8,-6.2,-3.9,-1.1,10.7
COc1ccc(OC)c(NC(=O)CN(c2ccc(C)cc2)S(=O)(=O)c2c(C)noc2C)c1,-1.6,6.0,11.5,2.8,103.1,16.5,0.6,2.0,-0.1
COc1ccc(-c2cc(C(=O)N3CCN(c4ccccc4F)CC3)c3ccccc3n2)c(OC)c1,-0.2,11.6,2.8,-0.2,81.6,-6.3,7.2,1.2,7.4
COC(=O)/C=C1\SC(=NC(=O)c2ccc(C)cc2)NC1=O,-2.8,3.9,-0.5,-2.4,94.7,0.4,6.3,-2.2,7.5
CC(=O)NC(=S)Nc1ccc(S(=O)(=O)N(C)Cc2ccccc2)cc1,0.0,1.5,0.7,2.7,90.9,0.6,1.9,-3.5,-6.0
Cc1ccc2c(C)nc(N/C(N)=N/S(=O)(=O)c3ccc([N+](=O)[O-])cc3)nc2c1,-2.1,12.0,6.7,3.5,110.3,8.4,-10.3,-1.9,-5.4
C(=C\c1ccccc1)/CSc1nnc(-c2cccnc2)o1,2.7,0.7,-4.1,2.8,112.2,3.0,-4.6,-0.9,3.9
COc1ccc(OC)c(NC(=S)N2CCC(C(O)(c3ccccc3)c3ccccc3)CC2)c1,-3.4,21.6,-2.7,5.7,108.8,9.1,8.3,-3.3,-15.8
COC(=O)c1ccc(NC(=O)COc2ccc([N+](=O)[O-])cc2)cc1,-2.6,-5.1,1.5,1.0,106.2,4.9,24.5,-0.7,-1.8
Cc1cc(=O)oc2cc(NC(=O)c3c(Cl)cnn3C)ccc12,-1.4,3.8,0.2,0.7,95.3,3.4,10.7,1.6,-0.8
O=C(OCC#CCSc1nnc(-c2cccc3ccccc23)o1)c1ccco1,0.5,10.3,4.1,-1.7,97.1,-0.1,13.2,2.1,22.3
Cc1cccc(N2C(=O)C3CC3C2=O)c1 (configuration not stated),-0.4,-3.5,-2.3,2.4,88.7,-29.7,-8.3,-1.0,0.6
Cn1nc(C(C)(C)C)cc1C(=O)Nc1nc2c(s1)C(=O)CC(C)(C)C2,0.8,2.8,-1.2,0.9,82.7,-0.4,1.6,2.8,3.2

# Laid out differently: entries from further up
Molecule	TPT1 inhibitor	core dimer inh	PP1 counter	PP5 primary	Yeast superoxide	GASC-1 inh	EBNA-1 inh	CTSL1 counter	ZTA counter
COc1ccc(OC)c(NC(=O)CN(c2ccc(C)cc2)S(=O)(=O)c2c(C)noc2C)c1	-1.6	6.0	11.5	2.8	103.1	16.5	0.6	2.0	-0.1
COc1ccc(-c2cc(C(=O)N3CCN(c4ccccc4F)CC3)c3ccccc3n2)c(OC)c1	-0.2	11.6	2.8	-0.2	81.6	-6.3	7.2	1.2	7.4
COC(=O)/C=C1\SC(=NC(=O)c2ccc(C)cc2)NC1=O	-2.8	3.9	-0.5	-2.4	94.7	0.4	6.3	-2.2	7.5
CC(=O)NC(=S)Nc1ccc(S(=O)(=O)N(C)Cc2ccccc2)cc1	0.0	1.5	0.7	2.7	90.9	0.6	1.9	-3.5	-6.0
Cc1ccc2c(C)nc(N/C(N)=N/S(=O)(=O)c3ccc([N+](=O)[O-])cc3)nc2c1	-2.1	12.0	6.7	3.5	110.3	8.4	-10.3	-1.9	-5.4
C(=C\c1ccccc1)/CSc1nnc(-c2cccnc2)o1	2.7	0.7	-4.1	2.8	112.2	3.0	-4.6	-0.9	3.9
COc1ccc(OC)c(NC(=S)N2CCC(C(O)(c3ccccc3)c3ccccc3)CC2)c1	-3.4	21.6	-2.7	5.7	108.8	9.1	8.3	-3.3	-15.8
COC(=O)c1ccc(NC(=O)COc2ccc([N+](=O)[O-])cc2)cc1	-2.6	-5.1	1.5	1.0	106.2	4.9	24.5	-0.7	-1.8
Cc1cc(=O)oc2cc(NC(=O)c3c(Cl)cnn3C)ccc12	-1.4	3.8	0.2	0.7	95.3	3.4	10.7	1.6	-0.8
O=C(OCC#CCSc1nnc(-c2cccc3ccccc23)o1)c1ccco1	0.5	10.3	4.1	-1.7	97.1	-0.1	13.2	2.1	22.3
Cc1cccc(N2C(=O)C3CC3C2=O)c1 (configuration not stated)	-0.4	-3.5	-2.3	2.4	88.7	-29.7	-8.3	-1.0	0.6
